GRIN3A LBD mod – modulators (binders) of human NR3A ligand-binding domain | NR3A LBD differential scanning fluorimetry, Tm shift; 0% = protein alone, 100% = glycine-bound protein | Tm shift relative to glycine control, % at 25 µM | hit rate 2.5% among 340,000;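 active means melting temperature shift of at least 10% of the positive control shift, at one fixed dose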
hIAP act – increases human intestinal alkaline phosphatase activity; hit rate 0.16% among 330,000; P09923; activation factor at 10 µM; purified human IAP, CDP-Star luminescence, 30 min; stronger effect = higher value; 1 = vehicle-only enzyme, 0 = enzyme-free background; AID 2524;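 active means activation factor of the enzyme at least 2-fold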; further: the source names both 10 and 20 µM as test concentration; values of inactives mirror those of a sister screen read the other way
A3G deaminase – inhibitors of human APOBEC3G DNA deaminase | Q9HC16 | recombinant A3G, ssDNA deamination FAM/TAMRA fluorescence | inhibition, % at 20 µM | hit rate 0.28% among 330,000;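 active means inhibition of at least 40% at 20 µM, with no more than 30% in the related APOBEC3A deaminase screen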;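 further: plate controls were DMSO wells with A3G for no effect and wells lacking A3G enzyme for full effect; some compounds called inactive have numbers as strong as hits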
Target sequence (Q9HC16 whole entry, looked up): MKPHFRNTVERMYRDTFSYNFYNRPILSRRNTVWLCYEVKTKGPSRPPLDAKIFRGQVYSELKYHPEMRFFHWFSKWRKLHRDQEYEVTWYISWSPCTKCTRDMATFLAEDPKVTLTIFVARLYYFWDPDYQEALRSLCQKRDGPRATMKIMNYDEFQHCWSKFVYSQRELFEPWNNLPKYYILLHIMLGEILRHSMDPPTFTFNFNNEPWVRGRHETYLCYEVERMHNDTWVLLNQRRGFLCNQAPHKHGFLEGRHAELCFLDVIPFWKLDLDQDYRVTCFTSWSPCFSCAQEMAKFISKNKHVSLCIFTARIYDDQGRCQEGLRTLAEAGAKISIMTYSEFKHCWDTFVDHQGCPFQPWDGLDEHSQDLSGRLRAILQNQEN
mIAP activ – mouse IAP activation | muIAP, CDP-Star luminescence, 30 min; stronger effect = higher value; 1 = vehicle-only enzyme signal, 0 = enzyme-free wells | hit rate 0.24% among 330,000 | AID 2805 | activation factor at 10 µM;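 active means activation factor of at least 2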; further: the source names both 10 and 20 µM as test concentration; values of inactives mirror those of a sister screen read the other way
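Assay system: mouse IAP enzyme; reagent: chemiluminescent substrate CDP-Star; dosing: test compounds delivered from DMSO solution; schedule: 30 min at room temperature; measured by: luminescence from enzymatic CDP-Star hydrolysis; controls: DMSO-only wells and no-enzyme negative control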
hIAP block – blocks human intestinal alkaline phosphatase; hit rate 0.12% among 330,000; inhibition, % at 10 µM; purified IAP, CDP-Star luminescence, 30 min; AID 2544; P09923;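 active means inhibition reaching a set limit with compound at 10 µM in the primary screen, cut at about 35% in these data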;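 further: plate controls were DMSO wells with enzyme for no effect and no-enzyme buffer wells for full effect; values of inactives mirror those of a sister screen read the other way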
MPTP block – inhibitors of mitochondrial permeability transition pore; isolated mouse mitochondria, Ca2+ swelling absorbance, 30 min; hit rate 1.4% among 360,000; AID 602449; inhibition, % at 10 µM;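 active means inhibition of 50% or more, scaled per plate between neutral and stimulator controls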;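 further: 0% = DMSO wells given calcium and 100% = 1 mM EGTA wells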
beta cell repl – inducers of beta-cell replication in MIN6 cells; MIN6 cells proliferation, ATPlite luminescence, 48 h; cells starved in 0.2% serum; 100% = growth in 10% serum; proliferation, % at 10 µM; hit rate 0.29% among 330,000;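 active means compounds whose signal lies at least 3.5 SD above the mean of all wells on their plate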;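 further: 0% = DMSO-treated cells in low-serum medium and 100% = 10% serum control; some compounds called inactive have numbers as strong as hits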
mIAP block – mouse IAP inhibition; purified mouse IAP, CDP-Star luminescence, 30 min; hit rate 0.2% among 330,000; inhibition, % at 10 µM;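 active means inhibition of at least 40% at 10 µM in the primary screen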;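 further: plate controls were DMSO with enzyme for no effect and no enzyme wells for full effect; values of inactives mirror those of a sister screen read the other way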
APOBEC3A inh – human APOBEC3A DNA deaminase inhibition; recombinant A3A, FAM/TAMRA ssDNA deamination fluorescence; inhibition, % at 20 µM; P31941; hit rate 0.41% among 330,000;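 active means at least 40% inhibition at 20 µM here, with at most 30% in a related deaminase screen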;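 further: plate controls were A3A with DMSO for no effect and wells lacking A3A enzyme for full effect; some results filed as inactive read as strong as hits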
Target sequence (P31941 whole entry, looked up): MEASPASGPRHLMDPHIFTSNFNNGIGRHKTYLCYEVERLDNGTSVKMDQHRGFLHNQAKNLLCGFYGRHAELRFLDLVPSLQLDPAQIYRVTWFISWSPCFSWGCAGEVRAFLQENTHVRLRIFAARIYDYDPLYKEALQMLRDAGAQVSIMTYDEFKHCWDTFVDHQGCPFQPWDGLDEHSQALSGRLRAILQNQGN
Active calls of the source: *; nt = no result given.

Sample of the layout:
SMILES	GRIN3A LBD mod	hIAP act	A3G deaminase	mIAP activ	hIAP block	MPTP block	beta cell repl	mIAP block	APOBEC3A inh
Nc1nc(NCc2ccco2)nc(Nc2ccc(F)cc2)c1[N+](=O)[O-]	5	1.2	-3	0.92	-15	6.2	0	8	-1
Cc1ccc(CN2CCC(n3nccc3NC(=O)c3ccccc3C)CC2)o1	1	1	-4	0.99	-4	2.8	-2	1	-6
CCOc1ccc2c(c1)c(=O)c(S(=O)(=O)c1ccc(C)cc1)cn2CC	0	0.87	3	1.1	13	2.2	1	-7	0
CCOC(=O)c1c(-c2ccccc2)[nH]c2ccc(O)cc12	-1	1.2	-6	0.97	-20	-0.1	0	3	-1

Results, repeating the preview:
SMILES	GRIN3A LBD mod	hIAP act	A3G deaminase	mIAP activ	hIAP block	MPTP block	beta cell repl	mIAP block	APOBEC3A inh
Nc1nc(NCc2ccco2)nc(Nc2ccc(F)cc2)c1[N+](=O)[O-]	5	1.2	-3	0.92	-15	6.2	0	8	-1
Cc1ccc(CN2CCC(n3nccc3NC(=O)c3ccccc3C)CC2)o1	1	1	-4	0.99	-4	2.8	-2	1	-6
CCOc1ccc2c(c1)c(=O)c(S(=O)(=O)c1ccc(C)cc1)cn2CC	0	0.87	3	1.1	13	2.2	1	-7	0
CCOC(=O)c1c(-c2ccccc2)[nH]c2ccc(O)cc12	-1	1.2	-6	0.97	-20	-0.1	0	3	-1
O=C(C[C@H]1C/C=C\C[C@H](NC(=O)OCC2c3ccccc3-c3ccccc32)C(=O)O[C@@H](c2ccccc2)CNC1=O)NCCO	-3	1.2	8	0.99	-15	-0.3	-5	1	4
COc1ccc(N2C(=O)c3ccccc3NC2(C)C)cc1	-109	0.95	-4	0.95	5	-1.0	-4	5	0
COc1ccc(OC)c(Nc2nc(N)nc(CSc3nnc(-c4ccncc4)o3)n2)c1	nt	0.97	-4	0.97	3	nt	-2	3	-1
Cc1ccc(-n2nc3c([n+]2[O-])CCc2nonc2-3)cc1	-1	1.1	-6	1.1	-8	-0.4	1	-5	-2
CC(C)(C)c1ccc(/C=C/C(=O)N2CCOCC2)cc1	-6	1	-6	1	-1	0.1	-1	-3	-7
Cc1cccc([N+](=O)[O-])c1NC(=O)CN(Cc1ccccc1)Cc1ccccc1	-1	1	-2	0.91	-1	-0.7	0	9	1
C[C@H]1CN(C2CCCCC2)C(=O)[C@@H]1CC(=O)NCc1ccccc1	-2	0.9	-2	1	10	-0.5	-3	-3	-2
COC(=O)CC(=O)Cc1nc(N)nc(Nc2ccc(C)c(C)c2)n1	0	1.2	-6	1	-19	0.8	-2	-2	0
C[C@H](CO)N1C[C@H](C)[C@@H](CN(C)S(=O)(=O)c2cn(C)cn2)Oc2ccc(NC(=O)Nc3ccc4c(c3)OCO4)cc2C1=O	-3	1.1	11	1.6	-15	-1.1	-1	-56	0
CCCCNS(=O)(=O)c1ccc(OCC(=O)OC)cc1	-8	0.91	3	0.96	9	0.1	0	4	3
Nc1c(O)cccc1C(=O)O	1	1.1	2	0.71	-11	-1.5	-1	29	8
C=CCOC(=O)C1=C[C@@H](c2coc3ccccc3c2=O)[C@H](CCCO)[C@@H](OCC)O1	-5	1.1	-8	1	-10	-1.7	4	-4	-5
CCc1ccc(OCC(=O)NC(=S)Nc2ccc(C)cc2C)c(Br)c1	-1	0.95	-7	0.98	5	0.3	-3	2	-3
Cc1ccc(S(=O)(=O)N2CCC(C(=O)OCC(=O)N(C)CC(=O)Nc3ccc(F)cc3)CC2)cc1C	nt	0.9	-2	1.1	10	-0.6	-3	-6	2
Cc1c(-c2ccccc2)n[nH]c1C(=O)N=Nc1c(O)[nH]c2ccccc12	14*	0.96	-7	0.85	4	0.2	0	15	0
Cc1occc1-c1nnc(SCC(=O)c2ccc(Cl)cc2)n1CC1CCCO1 (stereo not given)	0	0.98	-5	0.96	2	-0.9	0	4	-3
CC(=O)NC1=NN(C(C)=O)C2(S1)C(=O)N(CC(C)C)c1ccc(C)cc12 (stereo not given)	-2	1	-10	0.97	-4	-0.1	-2	3	-4
COc1ccc(Sc2ncnc3onc(C)c23)cc1	5	0.95	-6	1	5	-1.9	0	-2	-1
COc1cccc(NC(=O)Cn2nnc(C(=O)NCCc3ccccc3)c2N)c1	-3	1.1	-4	1.1	-5	0.2	-3	-6	-1
O=C(NC1CCCC1)C(c1ccc(Cl)cc1)N(Cc1ccc(F)cc1)C(=O)CCl (stereo not given)	-5	0.96	-2	1.1	4	-4.9	0	-8	0
CCn1c(C)nc2cc(C(=O)NNC(=S)Nc3ccc(OC)cc3)ccc21	-1	1.7	-2	0.87	-70	-1.6	1	13	2
O=C(NC(=S)Nc1ccc(Cc2ccncc2)cc1)c1ccccc1F	2	1.2	-11	1	-16	1.0	-4	0	7
CCC(NC(=O)c1cc(COc2cncc(Cl)c2)on1)c1ccncc1 (stereo not given)	-3	1	-5	0.96	-2	-1.8	3	4	-3
Fc1ccc(-c2oncc2-c2nnnn2-c2ccccc2)cc1F	0	1	-4	0.91	-1	1.6	4	10	0
O=C(CCc1ccc(S(=O)(=O)NCCc2ccccc2)cc1)Nc1ccc2c(c1)OCCO2	-8	0.98	-9	1.2	2	0.1	-4	-16	-7
COc1ccc(-c2cc(C(=O)Nc3c(C)nn(Cc4ccccc4)c3C)no2)cc1	-3	0.89	-3	0.98	11	-0.3	-3	2	1
COC(=O)C(C)NC(=O)C(C)NC(=O)OCc1ccccc1 (stereo not given)	1	0.99	-6	1.1	1	-0.2	-4	-7	-3
Cc1ccc(-n2c(N)c(Br)c(=O)[nH]c2=O)cc1C	0	1.2	0	1.1	-22	-4.1	2	-10	1
COc1ccc(S(=O)(=O)NCCc2nnc3ccc(SCC(=O)Nc4cc(C)on4)nn23)cc1	-2	0.83	-4	0.94	16	0.1	-2	6	0
COc1ccc(C(=O)Nc2ccccc2N2CCCCC2)cc1[N+](=O)[O-]	-10	1.1	2	1	-10	5.3	-5	-2	5
COc1cccc(CN2CCNC(=O)C2CC(=O)NCC2CCOCC2)c1 (stereo not given)	-1	1.1	-4	0.99	-8	-1.6	-1	1	-2
CCOC(=O)c1[nH]c2ccc(OC)cc2c1NC(C)=O	-4	1.2	-1	1.1	-16	-8.5	3	-14	0
CCOc1ccc(CCNC(=O)COC(=O)c2ccc(Br)o2)cc1OCC	0	1.4	0	0.95	-39	-0.9	0	5	-4
CCC(=O)N1CCc2cc(Br)cc(S(=O)(=O)NCC3CCCO3)c21 (stereo not given)	-1	0.94	0	1	6	1.4	2	-2	1
CCOC(=O)c1c(C)nc(C(Cl)(Cl)Cl)nc1N	-1	1.1	-11	0.89	-6	-0.5	1	11	1
CCN1CCc2c(sc(NC(=O)c3ccc(S(=O)(=O)N4CCCC4)cc3)c2C(=O)NC)C1	-1	1.1	-8	0.94	-7	0.1	-6	6	1
CCOc1ccc(-c2ccc(SCC(=O)NC3CCCCC3)nn2)cc1	1	0.85	-6	0.94	15	1.2	-6	6	0
O=C(CSc1nn(-c2ccccc2)c(=S)s1)NC(=O)NCc1ccco1	2	0.89	-3	0.91	11	0.4	-3	9	5
Fc1cc(Cl)ccc1NC(=S)NCCN1CCOCC1	-1	0.92	-16	1.1	8	-0.2	2	-6	-1
COC(=O)c1ccc(C)c(NC(=O)C2COc3ccccc3O2)c1 (stereo not given)	2	0.91	-1	0.98	9	1.5	-3	2	-3
O=C(COC(=O)c1cc2ccccc2cc1O)Nc1cccnc1Cl	-3	0.93	-1	0.91	7	-2.5	-1	9	0
O=C1CSC(c2ccc([N+](=O)[O-])cc2)N1CCN1CCCCC1 (stereo not given)	0	0.98	-3	0.93	2	-0.5	-1	7	0
Clc1ccc(-c2csc(Nc3cccnc3)n2)cc1	15*	0.89	-4	1	11	2.3	-4	0	-4
O=C(CSc1ccc(-c2cccnc2)nn1)c1ccc([N+](=O)[O-])cc1	-2	0.98	-3	0.9	2	1.3	2	10	0
O=C(CCc1ccccc1)Nc1ncc([N+](=O)[O-])s1	-5	0.97	0	0.93	3	8.6	-3	7	3
CCCCn1nc2cc(C(=O)N[C@H](C)C3CCCCC3)ccc2c1OCC	1	0.98	-6	1.1	2	0.7	1	-7	-3
COc1ccc(NS(=O)(=O)c2cccc(C(=O)NNC(=O)c3cncc(Br)c3)c2)cc1	-3	1	-13	0.97	-4	-1.1	2	3	-6
Cc1cc(C)c2c3c(sc2n1)C1(CCSCC1)C(C#N)=C(N)O3	16*	1.2	-1	0.96	-16	2.1	-4	4	0
Cc1cc(C)c(NC(=O)C2CCC(=O)N2)c(C)c1 (stereo not given)	-1	1.1	1	1.1	-7	-0.2	-2	-10	4
Cc1ccc(S(=O)(=O)N(C)CC(=O)NC2CCCC2)cc1	0	1.3	-5	1.2	-27	-1.0	-3	-17	-2
COc1ccccc1NS(=O)(=O)c1cccc(C(=O)N/N=C/c2ccc(OCC(=O)O)cc2)c1	10	0.9	-20	1	10	-1.3	-1	0	-6
Nc1cccc(/C=C/C(=O)O)c1	0	1.1	-8	1.1	-12	1.0	-2	-7	-10
CCn1cc(C(=O)NN)c(=O)c2cc(F)c(N3CCCCC3)cc21	1	1.1	6	0.97	-9	-0.7	-3	2	-2
O=C(CC1(O)C(=O)N(CN2CCOCC2)c2ccccc21)c1ccccc1 (stereo not given)	28*	1	-8	1	-1	-1.2	2	-3	-2
CCCC(C(=O)NC1CCCC1)N(C(=O)Cn1nnc(-c2ccc(C)o2)n1)c1ccccc1F (stereo not given)	-5	0.87	-4	1	13	2.1	1	-1	0
CNC(=S)NCc1ccc(Cl)cc1	-3	0.92	-2	0.95	8	-0.2	2	5	-2
Carrying on.
SMILES	GRIN3A LBD mod	hIAP act	A3G deaminase	mIAP activ	hIAP block	MPTP block	beta cell repl	mIAP block	APOBEC3A inh
O=C(COc1ccc(-n2cnnn2)cc1)Nc1ccc(F)c(Cl)c1	-2	1.2	-9	1.1	-19	0.9	-6	-10	-1
Cc1noc(C)c1S(=O)(=O)Nc1ccc(O)c2c(=O)cc(-c3ccccc3Cl)oc12	-6	1.1	-14	0.7	-6	-1.8	-2	30	1
CN(CC(=O)Nc1ccccc1Cl)C(=O)COC(=O)c1ccc(=O)n(Cc2ccccc2)n1	0	0.96	-8	0.99	4	-0.1	-1	1	0
Cc1ccc(-c2noc(C3CCN(S(=O)(=O)c4ccc5c(c4)OCCO5)CC3)n2)o1	1	1.2	-4	1	-25	52*	-6	-2	-1
CC1CCC(NC(=O)Cn2cnc3sccc3c2=O)CC1 (stereo not given)	5	1	-5	1.1	-3	-3.2	6	-6	-1
COCCCn1c(Cc2csc(Nc3cccc(Cl)c3)n2)nnc1SCC(=O)OC1CCCCC1	-6	1.1	5	0.95	-9	-5.0	-7	4	50*
COC(=O)c1ccc2c(=O)[nH]c(COC(=O)c3c(-c4ccccc4Cl)noc3C)nc2c1	-1	1	-3	0.96	0	-1.2	-1	4	-1
COC(=O)c1c(C)[nH]c(C(=O)OCC(=O)c2ccc(C)s2)c1C	-1	1.1	-7	0.98	-10	-0.1	-1	2	-4
COc1ccc(NC(=S)NCCc2ccccc2)c(OC)c1	5	1	-1	1.1	0	-2.4	-3	-10	5
CC1CCCN(C(=O)Cn2nnc(-c3cccnc3)n2)C1 (stereo not given)	1	1	8	0.97	-3	-0.5	1	3	1
O=C1OC(c2ccccc2)=N/C1=C\N1CCCCC1	0	0.83	-5	0.95	17	-0.2	-2	5	-5
O=C(NC(C(=O)c1ccccc1)n1cnccc1=O)c1ccccc1 (stereo not given)	0	1	-5	1.1	-3	-1.3	-1	-8	-2

High-throughput results from PubChem BioAssay.
